ABCB6 inh 2 = ABCB6 transporter inhibitors, primary screen, K562-ABCB6 cells, flow cytometry, MLPCN library | K562-ABCB6 porphyrin accumulation, 1 h; hits give low values | fluorescence ratio to DMSO, % at 10 µM | actives 0.19% (n = 360,000) | AID 602162, 2011;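 active means fluorescence ratio to DMSO below 75%, the collection mean minus 3 SD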;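 further: signal is porphyrin accumulated inside mitochondria; 100% equals median channel fluorescence of DMSO control wells; lower ratio means ABCB6 inhibition with less porphyrin fluorescence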
MC4R antag cAMP = MC4R antagonists of cAMP signaling, primary screen, cell-based, TR-FRET, antagonist arm of biased-ligand search. Melanocortin receptor 4 (Homo sapiens), P32245. actives 0.48% (n = 360,000). MC4R-expressing cells, MTII-stimulated cAMP, LANCE TR-FRET. inhibition, % at 6.5 µM. AID 540295, 2011;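 active means inhibition above its plate's cutoff, the mean of tested wells on that plate plus 3 SD, cut at about 29% in these data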;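 further: 0% = Melanotan II alone and 100% = Melanotan II plus saturating MCL0020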
Target sequence (P32245 whole entry, looked up): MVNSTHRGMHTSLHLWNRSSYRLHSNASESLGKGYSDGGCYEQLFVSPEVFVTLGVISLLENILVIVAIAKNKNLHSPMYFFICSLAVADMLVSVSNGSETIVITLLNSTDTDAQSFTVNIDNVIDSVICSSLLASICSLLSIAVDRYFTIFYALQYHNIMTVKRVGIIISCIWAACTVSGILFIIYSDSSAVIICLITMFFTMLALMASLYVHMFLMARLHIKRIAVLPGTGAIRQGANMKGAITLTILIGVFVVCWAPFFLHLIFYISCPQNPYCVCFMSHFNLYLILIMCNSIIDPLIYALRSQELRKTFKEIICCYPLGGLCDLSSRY
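System: U2OS cells stably expressing human melanocortin 4 receptor (MC4R). Reagent: Melanotan II challenge after compound preincubation. Doses: 6.5 µM. Times: 30-min compound, 1-h challenge, 1-h detection, room temperature. Measured by: TR-FRET with Eu-cAMP and labeled anti-cAMP, 671 nm. Replicates: singlicate.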
MC4R ag barr = MC4R agonists recruiting beta-arrestin, primary screen, cell-based, luminescence, agonist arm of biased-ligand search | Melanocortin receptor 4 (Homo sapiens), P32245 | U2OS MC4R beta-arrestin complementation; percent of melanotan II response, DMSO zero | activation, % at 8.9 µM | actives 0.98% (n = 360,000);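 active means activation above a per-plate cutoff, the mean activation of sample wells on that plate plus 3 SD, cut at about 8% in these data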
Glyco luc inh = increase of ERlucT glycosylation luciferase signal, primary screen, N-linked glycosylation inhibitor project, D54 ERlucT cells, luminescence, set 2; D54 ERlucT glycosylation luciferase reporter, 24 h; percent of 100 nM tunicamycin response; reporter increase, % at 12.5 µM; actives 0.23% (n = 360,000);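 active means mean luciferase reporter signal, scaled so untreated is 0 and the glycosylation-blocking control 100, at or above a set limit in every replicate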;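 further: luciferase carries N-glycosylation sites so blocking glycosylation raises the light; 0% = median of neutral control wells and 100% = median of 100 nM tunicamycin wells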
PDI turbidity = inhibitors of human PDI, primary screen, biochemical, turbidity, single point, plate reader; Protein disulfide-isomerase (Homo sapiens), P07237; PDI insulin aggregation turbidity, A650, 90 min; inhibition, % at 10 µM; actives 0.052% (n = 350,000); AID 588391, 2011;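 active means mean inhibition across replicates of 30% or more, whatever share of single replicates reach that level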;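 further: absorbance from insulin aggregation driven by PDI reduction with DTT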
aDG glyco up = activators of alpha-DG glycosylation, primary screen, uHTS, Pro5-aDG cells, AlphaScreen | activation, % at 10 µM | alpha-DG glycosylation AlphaScreen (IIH6); 0% Pro5, 100% B10-LARGE cell signal | actives 0.22% (n = 360,000);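 active means activation of at least 8% versus controls, or a plate z-score of at least 8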;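 further: Pro5 are CHO cells carrying HIG-tagged alpha-DG that lacks glycosylation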
HTR2A ag = mouse Htr2a agonists via beta-arrestin recruitment, primary screen, cell-based, luminescence; actives 0.66% (n = 360,000); 5-hydroxytryptamine receptor 2A (Mus musculus), P35363; CHO-K1 mHTR2A beta-arrestin complementation; percent of 30 µM serotonin response; activation, % at 7.6 µM;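 active means activation above a run cutoff, the mean activation of all tested compounds plus 3 SD, cut at about 14% in these data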;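 further: 0% = plate median of compound wells and 100% = 30 µM serotonin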
Target sequence (P35363 whole entry, looked up): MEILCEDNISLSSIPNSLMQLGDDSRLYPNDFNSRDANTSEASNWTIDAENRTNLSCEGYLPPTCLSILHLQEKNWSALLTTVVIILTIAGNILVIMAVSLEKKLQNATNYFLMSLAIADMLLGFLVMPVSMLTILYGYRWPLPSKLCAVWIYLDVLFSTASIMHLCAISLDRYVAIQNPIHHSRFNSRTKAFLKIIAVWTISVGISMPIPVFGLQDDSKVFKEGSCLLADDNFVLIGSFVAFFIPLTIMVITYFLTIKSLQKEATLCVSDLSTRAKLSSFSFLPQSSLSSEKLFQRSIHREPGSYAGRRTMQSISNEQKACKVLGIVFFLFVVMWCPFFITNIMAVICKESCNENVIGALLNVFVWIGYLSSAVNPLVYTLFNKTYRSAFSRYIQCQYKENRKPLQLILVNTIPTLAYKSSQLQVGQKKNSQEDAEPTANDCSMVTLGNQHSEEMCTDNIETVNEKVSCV
Cardio protect = cardioprotection against H2O2-induced cell death, primary screen, uHTS, H9c2 cells, ATPLite luminescence. actives 0.63% (n = 360,000). protection from H2O2 cell death, % at 20 µM. H9c2 cardiomyocytes, H2O2 injury protection, 2 h;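 active means compounds giving at least 50% protection of heart cells from peroxide-induced death in the single-dose screen, raw or plate-pattern-corrected value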;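 further: 0% = DMSO wells with peroxide and 100% = DMSO wells without peroxide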
CaV13 ICDI inh = Disruptors of the CACNA1D IQ motif to Ca2+-dependent inactivation inhibitor domain association, primary screening, Förster resonance energy transfer in intact living …. HEK cells, CFP/YFP FRET ICDI-IQ, plate reader, 10 min; percent FRET-ratio fall versus neutral wells. inhibition, % at 12.3 µM. actives 0.098% (n = 340,000). AID 743397;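 active means mean replicate inhibition of at least 30% and at least 1% of replicates passing that level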;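 further: 0% = median of the neutral control wells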
Vif inh = HIV Vif self-association inhibitors, primary screen, imaging, HEK293T, single point | HEK293T cells, Vif self-association by quenched fluorescence, 24 h | inhibition, % at 7.49 µM | actives 0.35% (n = 340,000) | AID 602346, 2012; in the data active means inhibition above about 50%, passing the limit was not always enough; further: some results filed as inactive read as strong as hits
Starred values were filed as active, the others as inactive; . = no result given. Compounds as they come (roughly 3.6% active in at least one column).

SMILES	ABCB6 inh 2	MC4R antag cAMP	MC4R ag barr	Glyco luc inh	PDI turbidity	aDG glyco up	HTR2A ag	Cardio protect	CaV13 ICDI inh	Vif inh
CCOC(=O)C1CCCN(S(=O)(=O)c2ccc(S(=O)(=O)N3CCCC3)cc2)C1 (stereo not drawn)	90	4	-0.8	1	0	4.5*	4	-9	-15	-9
CCOC(=O)c1cc(CC)sc1/N=C/C1C(=O)CCCC1=O	101	-1	0.5	3	-2	-0.1	5	2	3	-10
Cc1cccc(C)c1NC(=O)CN(C)C(=O)c1ccccc1C(=O)N(C)Cc1ccccc1	97	8	1.4	2	-8	0.6	-11	-6	-2	12
O=C(CNC1CCCCC1)NN=C(c1ccccc1)c1ccccc1	96	-4	2.5	-1	-1	0.6	0	-1	-6	-10
CCOc1ccccc1N1CC(C(=O)Nc2cc(S(=O)(=O)N3CCOCC3)ccc2OC(C)C)CC1=O (stereo not drawn)	93	9	-1.4	2	-5	-0.3	2	8	-6	16
COc1ccc(CCNC(=O)C(=O)NCC2OCCN2S(=O)(=O)c2ccc(Cl)cc2)cc1OC (stereo not drawn)	89	4	-0.4	-3	.	0.3	-4	-3	-3	-1
Cc1cc2cc(C(c3nnnn3C(C)(C)C)N(Cc3ccco3)CC3CCCO3)c(=O)[nH]c2cc1C (stereo not drawn)	96	4	-2.0	-1	6	0.6	-1	5	-8	3
O=C(NC(c1ccccc1)c1ccccc1)c1ccc(=O)[nH]n1	92	-4	-1.0	0	3	0.3	-5	0	9	6
Cc1cc(Oc2ncccc2[N+](=O)[O-])c2cc(Cl)ccc2n1	102	5	-3.6	1	13	-0.2	-2	0	-5	19
O=C(NCc1csc(-c2cccs2)n1)C1CCCCC1	102	6	1.6	-1	4	0.2	7	-1	-4	0
Cc1ccc(S(=O)(=O)CNC(=S)c2cccc(C)c2)cc1	98	-2	-2.0	1	2	-0.1	1	-1	-9	3
COc1ccc(NS(=O)(=O)c2cc(NC(=O)c3ccc(=O)[nH]c3)ccc2C)cc1	82	4	-1.2	2	-4	-0.3	-6	-13	-2	18
CCOc1cccc(C(=O)Nc2ccc(S(=O)(=O)Nc3cc(C)on3)cc2)c1	88	7	-2.4	3	-1	0.0	-1	-2	-3	3
CCN(CC)S(=O)(=O)c1ccc(C2CNC(=O)C2)cc1 (stereo not drawn)	97	-4	-0.9	3	.	0.1	-1	-4	-1	-4
Cc1cc(C)c(S(=O)(=O)Cc2ccc(Cl)cc2)c(=O)[nH]1	101	0	1.9	2	-6	0.0	-2	-5	0	5
O=C(CNC(=O)c1ccccc1)OCc1cccc(Br)c1	90	9	0.4	0	13	-0.1	-2	-8	-6	-4
COCc1cccc(-c2csc(C(C)(O)c3ccccc3)n2)c1 (stereo not drawn)	95	2	0.2	-1	-4	-0.1	-6	-4	-5	-5
COc1ccc(N2CC(C(=O)N[C@@H](CC(C)C)C(=O)NC3CCCC3)CC2=O)cc1 (stereo partly drawn)	96	11	-1.0	-2	-2	0.4	4	0	-2	5
COc1ccc(OC)c(C(c2nnnn2CC2CCCO2)N2CCN(C3CCCC3)CC2)c1 (stereo not drawn)	86	0	-0.4	-1	0	0.1	1	12	-6	3
O=C(c1ccco1)N1CCN(S(=O)(=O)/C=C/c2ccccc2)CC1	98	10	-0.1	1	-3	0.0	9	0	-15	9
COc1cnn(-c2cccc(Cl)c2)c(=O)c1Cl	96	1	-3.3	-1	-1	-0.1	-3	0	-5	-21
CC(C)CC(=O)Nc1nnc(SCC(=O)NCc2ccco2)s1	105	-1	-1.0	3	3	0.0	0	0	-4	-3
CCN(CC(=O)Nc1cccc(OC)c1)C(=O)c1ccncc1	104	2	0.4	2	-31	-0.1	7	1	-7	-9
CC1=C(C(=O)OCC2CCCCC2)C(c2ccccc2F)NC(=O)N1 (stereo not drawn)	90	1	5.4	1	-9	0.3	7	4	-19	-6
CC(=O)N1CCc2cc(Br)cc(S(=O)(=O)N3CCC(C(=O)O)CC3)c21	98	20	-2.3	0	2	-0.1	3	2	-2	-10
CC(C)CCNC(=O)c1ccc2c(c1)ncn2C1CCCC1	85	-11	0.5	2	-2	0.4	1	-7	-6	3
O=C(CNS(=O)(=O)c1ccccc1)Nc1ccc(F)cc1F	108	6	1.3	-1	0	0.1	1	-1	.	-4
Cc1c(NC(=S)NCc2ccc(F)cc2)cccc1[N+](=O)[O-]	94	5	-0.8	-2	9	0.2	0	-5	-5	-5
COc1ccccc1-[n+]1c(C)cc(/C=C2\Sc3ccccc3N2C)cc1C	399	-35	-2.7	-18	-7	0.9	-5	-16	19	.
N#Cc1nc(-c2cccc3ccccc23)oc1NCCN1CCOCC1	97	9	-0.3	-2	3	0.0	0	-8	-5	4
Cc1cccc(N2C(=O)CC(N3CCN(Cc4ccc5c(c4)OCO5)CC3)C2=O)c1 (stereo not drawn)	100	5	-1.6	1	-15	0.0	4	-22	-5	.
Cc1cccc(C(=O)NNC(=O)C23CC4CC(CC(C4)C2)C3)c1O	99	4	0.7	-2	-47	0.1	-3	17	-2	2
O=S(=O)(NCCc1ccc(Cl)cc1)c1cccs1	97	6	-0.6	1	4	0.1	-5	-3	.	3
O=C(NCc1ccccc1Cl)C1CCN(S(=O)(=O)N2CCC3(CC2)OCCO3)CC1	95	2	-2.3	1	-2	0.0	-3	3	-11	5
N#Cc1ccccc1S(=O)(=O)N1CCN(C(=O)C2CCC2)CC1	94	8	-3.4	5	2	0.0	-8	-1	-1	-3
CC(c1nc2ccccc2n1Cc1ccccc1)N1CCCCC1 (stereo not drawn)	99	-3	-0.2	-4	-9	0.0	-9	-4	-19	-6
Cc1ccc(S(=O)(=O)N2CCN(C(=O)COC(=O)c3ncc(Cl)c(Cl)c3Cl)CC2)c(C)c1	97	15	1.5	1	-15	0.1	1	0	-10	5
Cc1c([N+](=O)[O-])c(C(=O)NC2CCCCC2)nn1C	103	4	-1.2	-2	11	0.1	-5	3	.	4
O=C(COc1ccc(Cl)cc1Cl)N/N=C/CCc1ccccc1	97	9	6.2	1	-10	-0.1	3	-1	-8	-2
Cc1cc(C)n(Cc2cnc(N3CCOCC3)s2)n1	101	10	-1.7	2	2	0.0	5	4	5	9
Cc1ccccc1-n1c(=O)cc(NCc2ccc3c(c2)OCO3)[nH]c1=O	99	1	-0.7	4	-7	0.0	-3	3	-6	.
Cc1cccc(C)c1Nc1ncnc2ccccc12	100	10	-0.7	-1	-3	0.1	-2	-3	-18	-13
COc1ccc(C(=O)NC(=S)N(CCC(C)C)c2c(N)n(Cc3ccccc3)c(=O)[nH]c2=O)cc1	99	8	-0.6	-3	-4	0.2	-2	-3	-3	-1
COc1ccccc1C(=O)OCC(=O)NC(=O)NC1CCCCC1	101	5	-0.2	4	-8	0.2	9	-2	-4	-13
COc1ccc(Oc2ccc(/C=C/C(=O)c3cccc(OC)c3)cc2[N+](=O)[O-])cc1	100	5	-0.5	50*	1	-0.5	-1	-6	-5	7
CC(=O)c1ccc(NC2OC(CO)C(O)C(O)C2O)cc1 (stereo not drawn)	98	-6	-2.2	0	2	0.1	1	-4	-4	-2
C[n+]1ccccc1/C=C/c1ccccc1Cl	104	-2	0.4	1	5	0.1	2	-3	-2	5
CC(C)C[C@H](NC(=O)N1CCN(c2ccccc2)CC1)C(=O)O	105	-3	-1.6	2	-8	-0.1	1	0	-15	0
Cc1ccc(-n2cc(CN(C)Cc3nccn3C)c(-c3cccc(C)c3)n2)cc1	97	7	-0.9	-3	-10	0.7	-7	0	-4	-1
Cc1ccc(S(=O)(=O)N2CCOCC2)cc1C(=O)NC1CCCC1	102	11	-0.9	2	11	-0.1	-3	-2	-3	-1
O=C1CN(C(=O)CN2C(=O)NC(c3ccccc3)(c3ccccc3)C2=O)c2ccccc2N1	107	6	-1.2	-1	-2	0.2	-7	-2	-3	-2
CC(NC(=O)c1ccc(N(C)C)cc1)C1CC2CCC1C2 (stereo not drawn)	92	5	-0.1	3	-73	-0.3	4	2	.	.
C=CCN1C2=NCCCN2c2ccccc21	96	5	-0.4	2	-5	0.0	1	8	-2	-5
CCSc1nnc(NC(=O)C(NC(=O)c2ccc(Cl)cc2)C(C)C)s1 (stereo not drawn)	105	1	-1.9	2	-3	-0.3	-4	-1	-7	0
O=C1C2C3C=CC(CC3)C2C(=O)N1c1cccc(Br)c1 (stereo not drawn)	96	3	-0.4	-2	-1	0.0	4	76*	-5	-3
O=C(CN1CCN(Cc2ccccc2Cl)CC1)N/N=C/C=C/c1ccccc1[N+](=O)[O-]	90	1	-1.1	-2	5	0.5	5	9	-3	2
COc1ccc(C(CCNCc2ccc(N(C)C)cc2)C(C)C)cc1 (stereo not drawn)	98	0	2.5	-5	3	-0.2	-6	-27	-14	-15
COc1ccc(NC(=S)N(Cc2ccc(C)cc2)Cc2ccccn2)cc1	97	4	-1.9	-1	10	0.0	-5	10	-7	5
Nc1ncnc(Nc2ccccc2Cl)n1	96	-3	-1.5	-1	0	0.0	1	4	-19	-7
COc1cccc(/C=C(\C#N)c2nc3ccccc3[nH]2)c1OCC(=O)O	107	-10	1.6	-1	6	0.1	1	9	-6	4

Remaining list, next part
SMILES	ABCB6 inh 2	MC4R antag cAMP	MC4R ag barr	Glyco luc inh	PDI turbidity	aDG glyco up	HTR2A ag	Cardio protect	CaV13 ICDI inh	Vif inh
CCCNC(=O)[C@H](C)NC(=O)c1ccc(Br)cc1	102	6	-1.1	1	7	-0.3	-1	0	3	5
CCN(CC)S(=O)(=O)c1ccc(C(=O)NCC(c2ccc(OC)cc2)N2CCOCC2)cc1 (stereo not drawn)	95	3	-1.8	0	-2	-0.2	-2	5	-6	0
O=C(NC(=S)NCCO)c1sc2ccccc2c1Cl	100	9	-2.1	0	-1	0.1	-4	1	-7	2
O=C(CN1CCc2cc3c(cc2C1)OCCCO3)Nc1ccccc1	105	1	1.0	-1	.	0.0	2	-7	.	5
COc1cc2c(cc1OC)CN(C(=O)Cc1ccc(OC)c(S(=O)(=O)N3CCOCC3)c1)CC2	90	11	-0.4	1	7	-0.1	1	-3	-6	3

Source: PubChem
